From PubChem BioAssay
RAD54 branch: RAD54 (human) branch migration inhibition | Q92698 | RAD54 Holliday junction branch migration, FAM/BHQ fluorescence | inhibition, % at 10.4 µM | AID 602329 | 360,000 tested, 0.14% active;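 active means mean normalized replicate activity at least 40 and at least half of replicates scoring 40 or more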;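 further: 0% = median of neutral control wells and 100% = median of positive control wells; inhibitors cause a drop in the FAM fluorescence signal; in these data hits start at about 50%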
Target sequence (Q92698 whole entry, looked up): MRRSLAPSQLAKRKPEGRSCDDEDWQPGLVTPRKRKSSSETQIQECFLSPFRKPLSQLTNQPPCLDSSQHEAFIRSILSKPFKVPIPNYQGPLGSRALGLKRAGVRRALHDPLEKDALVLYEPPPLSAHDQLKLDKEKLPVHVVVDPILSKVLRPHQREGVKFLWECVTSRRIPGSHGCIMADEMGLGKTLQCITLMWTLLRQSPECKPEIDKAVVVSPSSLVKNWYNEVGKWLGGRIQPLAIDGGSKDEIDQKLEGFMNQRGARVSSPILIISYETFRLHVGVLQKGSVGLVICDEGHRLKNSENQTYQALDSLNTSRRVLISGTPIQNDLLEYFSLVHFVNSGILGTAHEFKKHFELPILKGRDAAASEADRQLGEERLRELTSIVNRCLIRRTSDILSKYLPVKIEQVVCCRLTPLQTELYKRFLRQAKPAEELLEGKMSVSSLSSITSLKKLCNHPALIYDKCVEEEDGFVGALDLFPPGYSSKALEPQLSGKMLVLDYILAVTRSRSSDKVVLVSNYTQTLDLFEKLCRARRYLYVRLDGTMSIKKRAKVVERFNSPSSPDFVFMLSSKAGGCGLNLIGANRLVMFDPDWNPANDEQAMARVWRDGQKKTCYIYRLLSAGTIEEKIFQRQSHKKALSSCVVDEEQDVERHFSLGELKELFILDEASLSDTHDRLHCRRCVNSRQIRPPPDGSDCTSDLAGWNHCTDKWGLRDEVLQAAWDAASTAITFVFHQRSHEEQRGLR
XiGFP reactiv: activators of X-chromosome reactivation in mouse fibroblasts | activation, % at 7.58 µM | XiGFP mouse fibroblasts, % GFP-positive cells imaging, 3 d; cells co-treated with 5-aza-dC sensitizer; scaled so ellipticine positive control = 100% | 360,000 tested, 0.055% active;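 active means mean normalized replicate activation at least 10% and every replicate at or above 10%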;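 further: 0% = median of on-plate neutral control wells and 100% = ellipticine 6 µM median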
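Material: XiGFP fibroblasts, SV40-immortalized. Buffer or medium: DMEM plus 5-aza-dC sensitizer. Compound: single concentration per compound, delivered by pin transfer. Times: 3 days compound exposure. Controls: ellipticine 6 µM.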
ERAP1 inh: blocks human ERAP1 aminopeptidase activity; Q9NZ08; recombinant ERAP1, Leu-AMC fluorescence, 60 min; inhibition, % at 10.7 µM; 340,000 tested, 0.15% active;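 active means mean replicate inhibition of at least 30%, or all replicates individually reaching that 30% level; inactive means mean below 30% and not every replicate reaching it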;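 further: 0% = neutral control wells and 100% = L-leucinethiol positive control wells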
esBAF inh: SWI/SNF esBAF complex inhibition; mouse ES cells, Bmi1-luciferase knock-in reporter, 24 h; 100% = twice the neutral-well signal; reporter increase, % at 12.5 µM; 350,000 tested, 2% active; AID 602393; in the data active means activation above about 40%;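 further: 0% = median of the plate's neutral control wells and 100% = double that signal; a rise in the Bmi1 reporter signal indicates esBAF inhibition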
E-selectin induc: induces E-selectin expression in human endothelial cells; HUVEC E-selectin immunofluorescence imaging; normalized: neutral wells 0, TNF-alpha wells 100; activation, % at 7.58 µM; 260,000 tested, 0.37% active; AID 686992;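 active means mean E-selectin-positive cell signal at least 10% of the positive control, reached in at least 60% of replicates, without over 20% cell loss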;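 further: in these data hits start at about 27%; measured in HUVEC primary endothelial cells; signal is the percent of cells scored E-selectin positive by PE staining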
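assay system = HUVEC, human umbilical vein endothelial cells | input = 3,000 HUVEC seeded per well | medium = EGM-2 growth medium on 0.1% gelatin-coated wells | dosing = one compound dose added by pin transfer | signal = immunofluorescence imaging | read-out basis = % PE-positive cells | control set = TNF-alpha, DMSO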
S100A4 MyoIIA: S100A4-myosin IIA interaction inhibition. S100A4/TAMRA-MyoIIA peptide fluorescence polarization. inhibition, % at 10.7 µM. P26447. 360,000 tested, 0.14% active;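 active means mean inhibition of at least 70% across replicates, with every replicate also reaching that level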
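assay system = human S100A4 monomer with TAMRA-labelled myosin IIA peptide | also added = labelled myosin peptide probe, 5 nM | incubation = 5 min between mix addition and reading | control set = DMSO and TFP controls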
ERp5 inh: blocks human ERp5 reductase activity on insulin | Q15084 | ERp5 insulin aggregation, absorbance 650 nm, 90 min | inhibition, % at 9.99 µM | 350,000 tested, 0.05% active;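 active means mean replicate inhibition above about 25%, with every replicate also reaching it, limit read from the data, passing the limit was not always enough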
RAD52 inh: inhibitors of human RAD52 DNA annealing; 360,000 tested, 0.46% active; P43351; inhibition, % at 18.7 µM; recombinant RAD52 DNA annealing, FRET fluorescence; AID 651710;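 active means every replicate showing at least 50% inhibition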
* marks the source's active call; other numbers are inactive results; x = not tested or not shown.

SMILES	RAD54 branch	XiGFP reactiv	ERAP1 inh	esBAF inh	E-selectin induc	S100A4 MyoIIA	ERp5 inh	RAD52 inh
CC(C)C[C@H]1CN(CCCC[C@H]2CNC(=O)C(=O)N2CCC2CCCCC2)C(=O)C(=O)N1CCC1CCCCC1	x	0.1	13	x	1.3	0	-1	4
CO[C@H](CN(C)C(=O)c1ccccc1F)[C@@H](C)CN([C@H](C)CO)S(=O)(=O)c1ccc(C)cc1	6	-0.1	0	-5	0.0	0	1	5
COc1ccccc1C(NC(C)=O)c1cc(Cl)c2cccnc2c1O (configuration not stated)	-7	0.7	-2	-17	x	-3	6	-21
COC(=O)c1c(NC(=O)CSc2nnnn2C)sc(C)c1C	-5	x	-2	0	x	30	3	-10
CCC(=O)N1CC2(C1)[C@@H](c1ccc(-c3ccccc3OC)cc1)[C@@H](CO)N2C(C)=O	x	0.0	-2	x	0.1	7	3	-14
O=C(CN1C(=O)C(=O)N(Cc2ccccc2)C1=O)c1ccc[nH]1	3	0.0	2	8	-1.8	14	5	-14
Cc1ccccc1NC(=O)CN1C(=O)N/C(=C\c2cccn2-c2cccc(C(=O)O)c2)C1=O	x	0.2	0	x	x	-4	-1	-40
C[C@H]1CN([C@@H](C)CO)C(=O)c2cccc(NC(=O)Nc3ccc4c(c3)OCO4)c2O[C@@H]1CN(C)CC1CC1	x	0.2	-23	x	0.1	13	0	9
CSc1nnc(NC(=O)c2cc3ccccc3oc2=O)s1	4	0.3	0	54*	-1.7	-1	2	4
CCCNC(=O)N1C[C@@H]2[C@H](c3ccccc31)[C@@H](CO)N2Cc1ccc2c(c1)OCO2	8	0.0	0	2	-0.1	4	-2	-4
CC(C)CN1C(=O)[C@@]2(c3ccc([N+](=O)[O-])cc3)CC(=O)N(CC3C4CC5CC(C4)CC3C5)[C@@H]2c2ccc(CO)cc21 (some centres not stated)	-3	x	5	x	x	8	2	8
O=C(C[C@H]1CC[C@@H]2[C@H](COC[C@@H](O)CN2Cc2ccccc2F)O1)N[C@H]1CCN(Cc2ccccc2)C1	0	x	2	0	x	4	-2	7
Cc1ccc(S(=O)(=O)c2nc(Cc3ccccc3)oc2N2CCOCC2)cc1	0	-0.3	4	0	x	0	-4	-7
C[C@H](CO)N1C[C@H](C)[C@@H](CN(C)C(=O)Nc2ccccc2)Oc2ncc(-c3cccnc3)cc2C1=O	8	-1.0	-7	-3	-0.1	10	2	6
O=C(COc1coc(CN2CCCc3ccccc32)cc1=O)Nc1ccccc1	x	0.6	3	x	-0.2	-9	-4	-25
CCCCSc1nnc(CSc2ncccn2)n1C	x	-0.1	-3	x	7.5	-10	3	-23
COc1ccc(S(=O)(=O)Nc2ccc3c(c2)C(=O)N([C@@H](C)CO)C[C@H](C)[C@H](CN(C)C(=O)Nc2ccc(C(F)(F)F)cc2)O3)cc1	6	-0.8	1	1	2.7	7	13	-13
COC(=O)c1cnc[nH]1	9	0.1	-3	-3	1.9	1	5	-5
COc1ccc(CNS(=O)(=O)c2ccc3oc(C(=O)O)c(C)c3c2)cc1	x	x	-2	x	x	3	3	-15
O=C(NCc1cccs1)C1CCCN(C(=O)Nc2ccc(F)cc2)C1 (configuration not stated)	7	0.0	-6	6	-0.2	-2	1	-12
Cn1c(=O)c2c(nc(N3CCC(C(N)=O)CC3)n2CCSc2nc3ccccc3s2)n(C)c1=O	-5	-0.1	-5	-2	0.3	10	8	3
COC(=O)[C@]1(C)N[C@H](CN(C)C(=O)c2ccc(C(C)(C)C)cc2)[C@@H]2C(=O)N(Cc3ccccc3)C(=O)[C@@H]21	-12	0.1	0	-2	-0.1	-11	3	1
CSc1ccccc1NC(=O)C1CCCN(S(C)(=O)=O)C1 (configuration not stated)	1	0.1	1	2	x	-3	-2	-6
C=C1CCC[C@]2(C)C[C@H]3OC(=O)C(CN(Cc4ccc(OC)c(OC)c4)CC(C)O)[C@H]3CC12 (some centres not stated)	6	0.2	-3	2	-0.2	-1	0	-15
CC(NC(=O)c1ccc(Br)o1)c1ccc(-n2ccnc2)cc1 (configuration not stated)	x	0.0	0	x	-0.2	0	-3	-7
Other structures follow.
SMILES	RAD54 branch	XiGFP reactiv	ERAP1 inh	esBAF inh	E-selectin induc	S100A4 MyoIIA	ERp5 inh	RAD52 inh
Cc1cc(N)ccc1-n1nc2ccccc2n1	x	0.0	-2	x	x	-2	2	-44
Cc1noc(C)c1NC(=O)N(C)C[C@H]1Oc2ccc(NC(=O)Cn3cnnn3)cc2CC(=O)N([C@H](C)CO)C[C@H]1C	2	0.0	x	2	-0.1	x	x	x
CC12CCC(C(=O)C1)C1(C)CCCC(=O)C21 (configuration not stated)	x	0.0	-2	x	0.0	2	1	0
Cc1cc(C(=O)Nc2cccc3c2O[C@@H](CN(C)Cc2ccc(Oc4ccccc4)cc2)[C@H](C)CN([C@H](C)CO)C3=O)n(C)n1	-2	-0.1	-2	-2	-12	1	5	14
CC(C)/C=C/C(=O)N1CCC(N2CCC(C(=O)NCc3ccccn3)CC2)CC1	-9	0.0	-2	-6	1.6	-6	3	-44
CO[C@@H]1CN(C)C(=O)c2ccc(NC(=O)C3CC3)cc2OC[C@@H](C)N(C(=O)c2ccccn2)C[C@@H]1C	-1	0.0	1	1	0.3	11	-4	-14
Cn1cc(C(=O)C(=O)NC2CCCCC2)c2ccccc21	3	-0.1	3	x	0.6	0	-2	-2
COc1cccc(N(C(=O)Cn2nnc(-c3ccc(F)cc3)n2)C(C(=O)NCC2CCCO2)c2ccc(Cl)cc2)c1 (configuration not stated)	-5	0.7	-2	-3	0.8	-6	3	-1
CC(=O)NCCc1ccc(C(=O)CSc2nnc(C3CC3)n2C2CC2)cc1	-14	0.0	5	1	3.6	-3	-2	-4
CCOC(=O)Cc1csc(NC(=O)CSc2nc(-c3ccccc3)c(C#N)c(=O)[nH]2)n1	x	0.0	-4	x	x	0	9	-24
CC(c1ccco1)N(C(=O)c1cccc(Br)c1)c1ccccn1 (configuration not stated)	-12	0.1	2	3	x	-11	-9	-8
CC[C@]12c3[nH]c4ccccc4c3CCN1C(=O)C(CC(=O)NCCc1ccccn1)C[C@@H]2C(=O)N1CCN(C(=O)c2ccco2)CC1 (some centres not stated)	5	0.1	-1	-2	0.0	3	-2	-3
O=C(C1=C(O)C(=O)N(Cc2cccnc2)C1c1cccc(Oc2ccccc2)c1)c1ccco1 (configuration not stated)	-5	0.0	2	-1	-0.8	-7	-7	-37
O=C1N[C@@H](Cc2ccccc2)COC(=O)[C@H](Cc2ccc(F)cc2)CC/C=C/C[C@H]1CC(=O)N(CCO)Cc1ccccc1	-5	0.0	7	11	-0.2	1	-2	-13
Cc1ccc(OCCC(=O)Nc2ccc(S(=O)(=O)Nc3nccs3)cc2)cc1	-1	0.0	-1	-7	x	4	-1	-69
CC[C@H](C)[C@H](NC(N)=O)C(=O)NCCc1ccc(Cl)cc1Cl	x	0.0	-10	x	x	0	12	-16
O=C(NCCCN1CCCCC1)C1CCN(c2ncnc3c2nc2n3CCCCC2)CC1	-3	0.2	-1	-6	x	2	1	2
Cc1ccccc1Nc1c(-c2ccccn2)nc2ccccn12	x	0.0	2	-25	x	0	-2	15
CO[C@H]1CN(C)C(=O)c2cc(NS(C)(=O)=O)ccc2OC[C@H](C)N(Cc2ccccc2)C[C@H]1C	-10	0.1	-3	0	0.0	-21	-8	8
O=C(NCc1ccccc1)NS(=O)(=O)c1ccccc1Cl	-11	x	-2	-1	x	-1	5	-6
